HBB splicing = hemoglobin beta splicing modulation | 65,000 tested, 0.06% active | Potency, µM (top dose mostly 46.1 µM), without a hit: top-dose activation, actives largely listed as activators | AID 925 | HBB splicing reporter cell assay, activation; EGFP reporter with mutant IVS2-654 intron; response scale: normalised to 500 nM splice-correcting PNA; also: potency is read from the fitted curve at half-maximal effect; 0% is about no effect
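Compounds were applied for 2 days to HeLa EGFP-654 cells, 500/well in Optimem with 2% FCS. The reporter's EGFP is disrupted by mis-splicing of beta-globin intron IVS2-654. Readout: summed well GFP fluorescence from 488 nm laser scanning; reference was 500 nM antisense […] 654 PNA.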
UbGFP stabilizer = proteasome inhibitors stabilizing ubiquitin-GFP reporter; Ubiquitin-GFP reporter cells, proteasome inhibition, GFP fluorescence; response scale: untreated = 0%, 10 µM MG-132 = 100%; 67,000 tested, under 10 active; Potency, µM (titrated, usually from 45.9 µM), inactives show top-dose activation (GFP accumulation), actives largely listed as activators; active = well fitted activation curve with a large enough effect, not every such curve was filed as active; inconclusive = small, poorly fitted or top-dose-only effect, or another doubt; inactive = no such curve, though single readings can be large or run the other way; also: potency is read from the fitted curve at half-maximal effect
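U2OS Ub(G76V)-GFP reporter; O/N plating, 0.5% FBS; cpd 46 uM–2.9 nM, 4 h, 37 °C; GFP+ cell count, 488/515 nm; norm. to basal vs 10 uM MG-132; CRC fit.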
15-hLO inh = blocks human 15-lipoxygenase activity; P16050; purified 15hLO-1, xylenol orange hydroperoxide absorbance; Potency, µM (series often up to 57.1 µM), without a hit: at the highest dose activity change, negative = inhibition, most hits filed as inhibitors; 74,000 tested, 1.4% active; AID 887; also: potency is read from the fitted curve at half-maximal effect; % is scaled to controls: 0 for no effect and ±100 for the full control effect; nearly all actives have a fitted effect of over 55% in size
Target sequence (P16050 whole entry, looked up): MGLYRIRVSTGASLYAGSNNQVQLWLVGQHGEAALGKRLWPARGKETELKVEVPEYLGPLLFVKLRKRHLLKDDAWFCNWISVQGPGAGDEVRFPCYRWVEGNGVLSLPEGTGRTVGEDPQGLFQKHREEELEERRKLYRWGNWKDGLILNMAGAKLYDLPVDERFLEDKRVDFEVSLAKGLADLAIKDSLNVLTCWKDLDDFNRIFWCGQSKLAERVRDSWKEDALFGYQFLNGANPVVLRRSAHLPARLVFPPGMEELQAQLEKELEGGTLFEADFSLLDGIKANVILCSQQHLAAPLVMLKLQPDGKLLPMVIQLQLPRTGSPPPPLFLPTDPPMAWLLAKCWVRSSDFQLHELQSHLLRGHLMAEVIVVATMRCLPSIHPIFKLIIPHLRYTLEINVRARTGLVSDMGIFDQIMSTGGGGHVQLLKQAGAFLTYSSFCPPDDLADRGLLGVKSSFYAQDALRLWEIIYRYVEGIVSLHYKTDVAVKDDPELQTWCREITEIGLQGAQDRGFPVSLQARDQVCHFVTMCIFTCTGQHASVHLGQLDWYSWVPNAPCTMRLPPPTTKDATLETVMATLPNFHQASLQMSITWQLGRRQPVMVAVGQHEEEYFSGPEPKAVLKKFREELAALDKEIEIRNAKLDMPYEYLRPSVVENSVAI
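40 nM 15hLO-1 + cpd, 15 min RT; start w/ 50 uM AA (final), 6 min RT; stop/detect w/ 200 uM XO + 300 uM Fe(II) in 50 mM H2SO4, 30 min; A573/A405. Buffer 25 mM Hepes pH 7.5, 0.01% Triton X-100. No-enzyme wells as negative control.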
DNA Pol III inh = inhibitors of bacterial DNA polymerase III holoenzyme | reconstituted DNA polymerase III holoenzyme replication, biochemical | Potency, µM (series often up to 57.1 µM), for inactives: top-dose activity change, negative = inhibition | AID 603 | 71,000 tested, 0.25% active; also: potency is read from the fitted curve at half-maximal effect; % is scaled to controls: 0 for no effect and ±100 for the full control effect
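Reconstituted *E. coli* holoenzyme (0.35 nM Pol III, 1 nM beta, 154 nM SSB, 2 nM primase) was preincubated with compound for 15 min at RT. Synthesis on 1.4 nM ssM13Gori ran 35 min, then was stopped with PicoGreen/EDTA and read as dsDNA fluorescence.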
4-MU autofl = 4-MU region autofluorescence; 59,000 tested, 11% active; compound autofluorescence, 340/450 nm, 4-MU equivalents; stronger effect = higher value; max dye-equivalent concentration, M; in the data active = max dye-equivalent concentration above about 10 nM; inconclusive = mostly about 1.1 nM to 9.6 nM
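Compounds in 100 mM Tris, pH 8.0, incubated 15 min at room temperature, then fluorescence read at 340 nm excitation/450 nm emission. Signal converted to 4-MU dye-equivalent concentration using an on-plate six-point 4-MU standard curve.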
BRCT inh green = blocks human BRCA1 BRCT binding to phosphopeptide, green readout | BRCA1 BRCT-phosphopeptide binding, green fluorescence polarization | 75,000 tested, 0.05% active | AID 875 | Potency, µM (doses to about 76.9 µM), inactives show at the top dose activity change, negative = inhibition, actives largely listed as inhibitors;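 also: potency is read from the fitted curve at half-maximal effect; plate controls were peptide without protein for full effect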
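Compounds were incubated for 12 min at room temperature with a complex of 100 nM fluorescein-tagged pBACH1 decapeptide and 250 nM His-tagged BRCT protein. Buffer was phosphate pH 7.3 with EDTA, DTT and Tween 20. Disruption of binding lowers the polarization signal.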
A350 fluor = compounds fluorescent in Alexa 350 spectral region; Compound autofluorescence, 340/450 nm, Alexa 350 dye-equivalents; stronger effect = higher value; max dye-equivalent concentration, M; 59,000 tested, 11% active; AID 590; in the data active = max dye-equivalent concentration above about 10 nM; inconclusive = mostly about 1.1 nM to 9.6 nM
BRCT inh red = BRCT-phosphoprotein interaction inhibition (red fluorophore); P38398; BRCT-phosphopeptide binding, red fluorescence polarization; Potency, µM (titrated, usually from 76.9 µM), for the others: top-dose activity change, negative = inhibition, most hits filed as inhibitors; 75,000 tested, 0.03% active; AID 892; also: % is scaled to controls: 0 for no effect and ±100 for the full control effect
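Rhodamine-labelled pBACH1 10-mer (100 nM) bound to BRCT domain (100 nM) at pH 7.3; compounds incubated 12 min room temperature, polarization read. Free peptide defines full inhibition; unlabelled decapeptide titrated as control.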
Epigenetic mod = epigenetic GFP locus derepression in mouse cells; 68,000 tested, 0.09% active; Potency, µM (series often up to 46.1 µM), for the others: at the top dose GFP derepression (activation); mouse C127i GFP locus derepression, cytometry, 30 h; also: % of control where 0% means no effect
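Locus derepression in mouse mammary C127i cells whose integrated CMV-GFP reporter is normally silent; GFP expression after 30 h compound treatment was quantified by counting fluorescent cells.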
CRE Fsk mod = alters forskolin-stimulated CRE reporter signaling in CHO cells. 71,000 tested, 2.5% active. Potency, µM (doses to about 38.2 µM), for the others: at the top dose activity change, negative = inhibition, actives largely listed as activators. CHO CRE-bla reporter (cAMP response element driving beta-lactamase), forskolin EC10, beta-lactamase ratio; active = well fitted activation curve with a large enough effect in the signal ratio, with a control signal flat, not every such curve was filed as active; inconclusive = small, poorly fitted or top-dose-only effect, or effect the other way, or a change in a side signal; the % refers to the signal ratio; also: potency is read from the fitted curve at half-maximal effect; % of control where 0% means no effect
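CHO CRE-bla cells, overnight plating in Opti-MEM with 0.5% dialyzed FBS; cpd titration + EC10 NKH 477, 3 h 37 °C; CCF4 2 h RT; ex 405/em 460 vs 530 ratio → %Activity, AC50.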
Hsp90 Hop PPI = changes Hsp90-Hop TPR2A binding signal, up or down; AlphaScreen TPR2A-His6 binding biotin-Hsp90 C-terminal peptide; Potency, µM (series often up to 57 µM), for the others: at the top dose activity change, negative = inhibition; 71,000 tested, 0.44% active; AID 595; active = well fitted curve in either direction with a large enough effect; inconclusive = small, poorly fitted or top-dose-only effect, or another doubt; also: potency is read from the fitted curve at half-maximal effect; % is scaled to controls: 0 for no effect and ±100 for the full control effect; many of its hits are not listed in these tables
Starred values were filed as active, the others as inactive; i = inactive; ? = inconclusive; nt = not tested or not shown; & = joins results of further samples; [ ] = remark or other dose. Unless noted, calls follow the shape of the dose curve; as a rule, active = well fitted curve in the direction sought with a large enough effect; inconclusive = small, poorly fitted or top-dose-only effect, or another doubt; inactive = no such curve, though single readings can be large; an effect the other way counts as inactive or inconclusive.

Value order – HBB splicing	CRE Fsk mod	BRCT inh green	Epigenetic mod	15-hLO inh	DNA Pol III inh	4-MU autofl	Hsp90 Hop PPI	A350 fluor	BRCT inh red	UbGFP stabilizer
CS(=O)(=O)N(CC(=O)NCC1CCCO1)c1ccc(F)c(Cl)c1 (configuration not stated)
 : -1.6%	-8%	0.4%	-1%	7%	-2%	i	-1%	i	-1.7%	3%
Cc1ccc(Nc2ncnc3nc[nH]c23)cc1Cl
 : -0.1%	?	-1.4%	nt	10%	-5%	nt	-5%	nt	0.1%	-4%
COc1ccc(NC(=O)CCS(=O)(=O)c2ccc(OC)cc2)cc1
 : -0.8%	-25%	0.9%	-1%	2%	-2%	i	2%	i	0.2%	13%
O=C(NC[C@H]1CCCCN1)c1cc(OCC(F)(F)F)ccc1OCC(F)(F)F
 : -0.9%	-14%&6%	-1.9%&-1.6%	0%&-2%	-3%[25.6 µM]	-3%&-5%	?	-6%&-8%	?	-1.5%&1.3%	1%&-4%
COc1cccc(NC(=O)c2ccc3c(c2)N(CC(=O)N2CCCCC2)C(=O)C(C)(C)O3)c1
 : nt	-5%	-0.3%	1%	-1%	-5%	1.1e-07M*	-2%	9.5e-08M*	-0.9%	0%
O=c1cc(NCc2ccc3c(c2)OCO3)[nH]c(=O)n1-c1ccc(Cl)cc1
 : -0.4%	7%	1.4%	4%	8%	0%	i	-1%	i	0.7%	-4%
CC1CCCCC1NC(=O)CCS(=O)(=O)c1cccc2nonc12 (configuration not stated)
 : 3.0%	3%	-2.7%	-1%	2%	1%	i	-3%	i	0.4%	14%
Cc1sc2nc(SCC(=O)N(CCO)CCO)n(C3CCCCC3)c(=O)c2c1C
 : 0.1%[9.22 µM]	13µM*	-3.1%	-2%	-2%	1%	nt	-3%	nt	0.4%	22%
CCOC(=O)CCNC(=O)c1ccccc1Br
 : 1.3%	-13%	-1.3%	-3%	5%	0%	i	-1%	i	-1.8%	-7%
O=P(O)(O)COc1ccccc1P(=O)(c1ccccc1)c1ccccc1
 : 2.9%[0.369 µM]	-17%	-2.5%	-2%	2%	-2%	?	-2%	?	0.1%	nt

The final two records of the section before are carried over, then new ones follow.
Value order – HBB splicing	CRE Fsk mod	BRCT inh green	Epigenetic mod	15-hLO inh	DNA Pol III inh	4-MU autofl	Hsp90 Hop PPI	A350 fluor	BRCT inh red	UbGFP stabilizer
CCOC(=O)CCNC(=O)c1ccccc1Br
 : 1.3%	-13%	-1.3%	-3%	5%	0%	i	-1%	i	-1.8%	-7%
O=P(O)(O)COc1ccccc1P(=O)(c1ccccc1)c1ccccc1
 : 2.9%[0.369 µM]	-17%	-2.5%	-2%	2%	-2%	?	-2%	?	0.1%	nt
CC(C)Cc1ccc(C#N)c(SCC(N)=O)n1
 : -0.3%	12%	-0.7%	-2%	7%	-5%	nt	-2%	nt	1.5%	11%
O=C(CSc1nc2ccccc2o1)NCc1ccco1
 : -0.2%[9.22 µM]	-5%	-0.9%	-4%	-1%	-3%	nt	-1%	nt	-0.1%	14%
Cc1ccc(C(=O)N2CCCCCC2)cc1Br
 : -1.0%	5%	-0.5%	4%	-2%	1%	i	3%	i	-2.1%	-5%
COc1ccccc1N1CCN(S(=O)(=O)c2ccc3c4c(cccc24)C(=O)N3)CC1
 : -0.3%[57.5 µM]	15%	-0.9%	-1%	?	-1%	i	-13%	?	0.7%	2%
CCOc1ccc(N(CC(=O)NCC(C)C)S(C)(=O)=O)cc1
 : 0.2%	-2%	-1.4%	0%	7%	-4%	nt	-1%	nt	-1.1%	-12%
CCOC(=O)C1=C(CN2CCC(C)CC2)NC(=O)NC1c1ccc(Cl)cc1 (configuration not stated)
 : 2.5%	13µM*	1.9%	0%	-10%	-5%	i	-8%	i	-0.6%	-4%
CCn1c(SCC(N)=O)nnc1-c1ccc(S(=O)(=O)N2CCN(C)CC2)cc1
 : nt	?	-1.5%	0%	9%	8%	i	1%	i	-1.1%	-2%
COc1ccccc1N1CCN(CC(=O)c2c(C)n(C)c3ccccc23)CC1
 : 4.1%[1.84 µM]	-7%	-2.1%	2%	-1%	-9%	i	1%	i	-1.0%	-9%
Cc1[nH]c2ccccc2c1C(c1ccccn1)N1CCC(C(N)=O)CC1 (configuration not stated)
 : -5.9%	?	-6.2%	4%	-25%	-1%	i	-6%	?	-0.5%	0%
CCOCCCN(Cc1cc2cc(C)cc(C)c2[nH]c1=O)C(=O)N(CC)CC
 : -1.1%	-13%	0.3%	-1%	2%	-4%	1.8e-08M*	-4%	2.5e-08M*	0.5%	0%
Cn1c(=O)oc2cc(S(=O)(=O)NCC3CCCO3)ccc21 (configuration not stated)
 : 0.9%[57.5 µM]	-4%	6.0%	0%	6%	-2%	i	-2%	i	-0.1%	-1%
Cc1ccc(CC(=O)Nc2cccc(C)n2)cc1
 : -0.4%	?	-0.2%	3%	-1%	2%	?	-2%	?	0.0%	-6%
CCOC(=O)C1=C(N)n2c(s/c(=C\c3cccnc3)c2=O)=C(C(=O)OCC)C1c1cccnc1 (configuration not stated)
 : nt	-1%	0.7%	0%	8%	-6%	i	-1%	i	1.0%	2%
CCC(=O)NCCN1CCN(C(=O)CC)CC1
 : -0.3%	?	-1.1%	0%	16%	-2%	i	-2%	i	1.1%	-2%
Cc1cc(N=CC2=C(O)CCCC2=O)no1
 : 0.1%	-2%	0.2%	-2%	8%	-4%	nt	-7%	nt	-0.9%	4%
Cn1c(N)c(C(=O)COC(=O)Cn2cc(C(F)(F)F)ccc2=O)c(=O)n(C)c1=O
 : -0.1%[57.5 µM]	-1%	-0.4%	0%	12%	-4%	i	-1%	i	-0.6%	-1%
CCOC(=O)c1c(C)n(O)c2ccc(Cl)cc2c1=O
 : -1.4%	-2%	-2.4%	4%	?	-2%	nt	3%	nt	-0.7%	-4%
CC(=O)c1cccc(NC(=O)NCc2cccs2)c1
 : 3.3%	-6%	-3.8%	0%	-4%	2%	i	-2%	i	-1.2%	1%
O=C(NCC(=O)N(Cc1ccco1)C(C(=O)NC1CCCC1)c1cccnc1)c1cccs1 (configuration not stated)
 : nt	-3%	0.6%	0%	2%	1%	i	-1%	i	1.6%	2%
COC(=O)c1c(NC(=O)c2ccoc2C)sc2c1CCC2
 : 0.7%	8%	2.2%	4%	-27%	0%	6.8e-08M*	0%	7.2e-08M*	-1.1%	0%
C=C(C)c1cccc(C(C)(C)NC(=O)Nc2ccc3[nH]c(=O)[nH]c3c2)c1
 : 0.0%[57.5 µM]	-7%	-3.2%	1%	-20%	1%	i	-4%	i	2.5%	0%
O=C(CC(Sc1ccccc1)c1cccs1)c1ccco1 (configuration not stated)
 : 0.4%[57.5 µM]	-13%	-2.0%	1%	-25%	0%	i	1%	?	1.2%	3%
O=C1CCC(C(=O)N(Cc2ccco2)C2(C(=O)NC3CCCC3)CCCCC2)N1 (configuration not stated)
 : -2.0%	-18%	-1.5%	12%	0%	-2%	i	-6%	i	-2.3%	-11%
COc1ccc(NC(=O)c2cc3cc(OC)ccc3oc2=N)cc1
 : 3.3%	-15%	-1.6%	9%	-10%	-1%	?	-10%	?	-1.5%	-1%
CCOC(=O)c1c(C)oc2c(CN3CCN(C)CC3)c(Br)c(OC)c(O)c12
 : 2.7%[0.369 µM]	?	2.0%	2%	-6%	0%	i	-7%	i	1.4%	nt
COC(=O)[C@@H](NC(=O)NCc1ccco1)C(C)C
 : -0.9%[0.369 µM]	-11%	-1.3%	3%	14%	-4%	i	-6%	?	-0.4%	-3%
O=c1c(-c2cc(F)cc(F)c2)nc2cnc(N3CCOCC3)nc2n1C1CC1
 : -0.6%	1µM*	-2.4%	14%[9.22 µM]	?	-9%	1.4e-08M*	-4%	1.8e-08M*	-2.7%	12%
Cc1c2cccn2cc[n+]1C
 : 0.3%	2%	-1.7%	2%	0%	-6%	i	-4%	i	0.6%	5%
